Compound activity deposited in PubChem by several laboratories.
Keap1-Nrf2 PPI = inhibitors of human Keap1-Nrf2 protein-protein interaction. Q14145. Keap1 Kelch-Nrf2 peptide fluorescence polarization, 1536-well. inhibition, % at 9.4 µM. hit rate 0.15% among 340,000; in the data active = inhibition above about 12%;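 note: human Keap1 Kelch domain with fluorescein labeled Nrf2 9mer peptide probe; 0% = neutral control wells and 100% = peptide positive control; higher means more block of Keap1 binding to Nrf2 peptide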
dFosB activator = mouse delta FosB homodimer activation; P13346; purified delta FosB, TAMRA-CDK5 oligo fluorescence polarization; percent of positive-control signal above neutral wells; activation, % at 25 µM; hit rate 0.99% among 340,000;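 active = mean activation above about 17%, with every replicate also reaching it, limit read from the data, passing the limit was not always enough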;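 note: fluorescence polarization rise as delta FosB binds a TAMRA Cdk5 AP-1 oligo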
PfHsp90 yeast 2 = inhibits growth of yeast expressing Plasmodium falciparum Hsp90. S. cerevisiae expressing PfHsp90, BacTiter-Glo ATP, 48 h; yeast lacking PDR1 and PDR3 efflux regulators. inhibition, % at 9.4 µM. hit rate 0.32% among 310,000;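 active = every replicate shows inhibition above about 80%, whatever the replicate mean, limit read from the data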;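 note: 0% = DMSO neutral controls and 100% = 20 µM radicicol positive controls; yeast relying on Plasmodium falciparum Hsp90 in place of its own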
PvdQ inh = P. aeruginosa PvdQ acylase inhibition. inhibition, % at 10 µM. purified PvdQ acylase, fluorescence plate reader. AID 488965. hit rate 0.063% among 340,000; in the data active = inhibition above about 30%, passing the limit was not always enough;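 note: 0% = vehicle neutral wells and 100% = reference inhibitor wells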
cardiac RTF act = increases calcium sensitivity of human cardiac regulated thin filaments; activation, % at 7.2 µM; IANBD-labeled TnC RTF fluorescence at EC20 calcium; 0% EC20 calcium, 100% full calcium; P19429+P45379; hit rate 0.24% among 340,000;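 active = activation above the mean over all tested compounds plus 3 SD, cut at about 30% in these data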;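 note: rise in fluorescence read as greater calcium sensitivity of cardiac thin filaments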
LANA DNA inh = KSHV C-LANA DNA binding inhibition. MBP-C-LANA/FAM-LBS DNA binding, fluorescence polarization. inhibition, % at 9 µM. hit rate 0.078% among 340,000. AID 504423;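 active = highest replicate inhibition at or above 60% at 9 µM, even if other replicates fall short; inactive = all replicates below 60% inhibition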;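 note: 0% = neutral control wells and 100% = 4 µM acridine orange control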
NSD2 inh = blocks human histone methyltransferase NSD2; hit rate 0.54% among 310,000; O96028; inhibition, % at 12.5 µM; NSD2 peptide methylation, AlphaScreen, 120 min; in the data active = inhibition above about 50%
Mot1-301 SUMO = blocks SUMOylation pathway, rescuing yeast Mot1-301 growth; AID 2716; growth rescue, % at 18.8 µM; S. cerevisiae Mot1-301 growth rescue, ATP luminescence, 38.5C; percent above DMSO median, 100 means doubled; hit rate 1% among 320,000;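 active = every valid replicate shows activation above 250% relative to neutral control wells; inactive = the rest, any valid replicate at or below 250%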;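 note: OY570 slx delta 5 strain wells were the positive control but not used for scaling; some compounds called inactive have numbers as strong as hits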
CDK5 inh = inhibitors of human CDK5/p35 kinase | hit rate 0.01% among 330,000 | Recombinant CDK5/p35, ADP-Glo luminescence, 60 min | inhibition, % at 10 µM | AID 488839;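 active = highest replicate inhibition of at least 50% and at least 75% of replicates reaching 50%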;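 note: plate controls were DMSO neutral control for no effect and GW8510 at 10 µM for full effect; many of its hits are not listed in these tables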
Rtt109 HAT inh = blocks Candida albicans Rtt109/Vps75 acetyltransferase activity; purified Rtt109/Vps75, ThioGlo CoA-SH fluorescence, 4 h; inhibition, % at 34.9 µM; hit rate 0.16% among 330,000; AID 540336;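 active = inhibition of at least 50% in every replicate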
Cardiac RTF inh = cardiac RTF calcium desensitization | AID 493244 | P19429+P45379 | IANBD-labeled cardiac RTF, Ca2+ fluorescence | hit rate 0.12% among 340,000 | inhibition, % at 7.15 µM;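 active = inhibition above the mean inhibition of all tested compounds plus 3 SD, cut at about 17% in these data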;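 note: assay run at fixed EC70 calcium of 1.6 mM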
* marks the source's active call; other numbers are inactive results; · = not tested or not shown. Not a hit list; overall some 3.2% were active at least once.

SMILES	Keap1-Nrf2 PPI	dFosB activator	PfHsp90 yeast 2	PvdQ inh	cardiac RTF act	LANA DNA inh	NSD2 inh	Mot1-301 SUMO	CDK5 inh	Rtt109 HAT inh	Cardiac RTF inh
CCc1ccccc1Nc1nn2c(=O)c3ccc(C(=O)NCc4ccccn4)cc3nc2s1	-7	-11	-47	-5	-6	0.4	-4	5	·	1	0
CN(C)CCNC(=O)Cc1ccc([N+](=O)[O-])cc1	0	-7	11	-5	3	0.5	0	11	-1.2	-4	-16
CC(=O)c1cnc2nc(C)nn2c1C	-8	1	28	-8	1	0.0	9	-7	1.0	-1	4
CCOc1ccccc1Nc1nnc(SCC(=O)Nc2cc(C)on2)s1	-6	-1	-12	-17	-2	-0.8	-5	-3	-3.6	4	-6
CCOc1ccc(S(=O)(=O)NCCCN2CCOCC2)c2ccccc12	-3	-1	-7	3	0	-0.1	15	·	1.3	-1	-2
CC(=O)Nc1ccc(S(=O)(=O)N(C)S(=O)(=O)c2ccc(F)cc2)cc1	-5	-4	·	-15	-3	-0.1	2	0	0.1	0	-4
CC(=O)c1c(C)[nH]c(C(=O)Nc2nc(C)cs2)c1C	-1	-2	4	-9	1	5.4	3	16	1.8	3	9
COc1cc(C(=O)Nc2cc(C(F)(F)F)ccc2Cl)cc(OC)c1OC	8	-11	-8	-14	1	1.8	3	-7	-0.2	-9	-7
COc1ccc(Cl)cc1NC(=O)CSc1ncnc2c1oc1ccccc12	-2	-8	-11	9	0	1.3	2	127	-1.1	4	-50
N/C(=N\OC(=O)c1ccncc1)c1cccc([N+](=O)[O-])c1	-5	-3	-26	-13	1	-1.1	2	-13	-0.7	5	-5
O=C(O)Cc1sc(N/N=C\c2ccncc2)nc1-c1ccccc1	-4	-6	-15	4	4	-3.6	16	10	0.3	9	-7
NCCCC[C@H]1CNC(=S)N1CCc1cc(C(F)(F)F)cc(C(F)(F)F)c1	-2	-25	14	-15	-2	1.2	·	4	0.3	3	-19
CC(=O)c1ccc([C@H]2C[C@@]34CN(C(=O)OC(C)(C)C)S(=O)(=O)[C@H]3C[C@H]2O4)cc1	0	-3	-2	7	-11	0.4	·	-5	1.6	-9	-4
CN1CCN(S(=O)(=O)c2ccc(Oc3ccc(Br)cc3F)nc2)CC1	-3	0	-5	5	-2	0.5	3	-5	0.3	1	5
CCNC(=O)N1CCN(CCCC(c2ccc(F)cc2)c2ccc(F)cc2)CC1	4	-7	3	9	12	2.1	·	0	-0.7	15	7
N=c1c2c(n(Cc3ccc([N+](=O)[O-])cc3)c3c1CCC3)CCCC2	5	0	-36	-10	7	0.2	14	3	-0.1	-4	-8
O=C(COC(=O)c1ccccc1C(=O)c1ccc(Cl)cc1)NC(c1ccccc1)c1ccccc1	2	-2	-20	9	-9	1.4	-1	-8	0.9	6	-2
O=C(c1cc([N+](=O)[O-])ccc1Cl)N1CCN(c2ccc([N+](=O)[O-])cc2)CC1	5	-8	-40	-1	-5	1.2	1	5	0.5	2	0
CCCCn1c(=O)c2ccccc2n2c(=S)[nH]nc12	3	-5	-18	-5	-4	0.2	1	-10	1.2	1	-1
COc1ccc(C(=O)N/N=C/c2ccc3cccc(OCc4ccccc4)c3n2)cc1	4	-9	0	-2	-4	-2.7	-3	-12	1.1	5	-2
NC(=O)CSc1nnc(-c2cc3ccccc3o2)n1Cc1ccccc1	-3	2	27	2	-3	0.9	-2	16	0.0	2	-9
Cc1cc(C)nc(N2CCCC(C(=O)NCCc3ccc(F)cc3)C2)n1 (centres undefined)	-4	-10	-12	7	-1	-1.6	3	-14	3.1	-6	0
Cc1ccc2c(C)c(C(=O)NCc3ccc(S(N)(=O)=O)cc3)oc2c1	-3	-2	30	-1	3	-1.3	-1	-30	-2.5	-5	-4
CCOC(=O)C(C)Sc1nnc(Cc2cc(=O)[nH]c(=O)[nH]2)n1-c1cccc(OC)c1 (centres undefined)	3	-3	-7	3	4	6.3	·	-1	1.7	4	-5
CN(Cc1ccc(F)cc1)S(=O)(=O)c1nnc(NC(=O)c2ccccc2Br)s1	5	-6	-15	4	-1	0.0	-6	10	-1.4	41	3
CNc1ccc(C(O)(C(F)(F)F)C(F)(F)F)cc1C(O)(C(F)(F)F)C(F)(F)F	-3	-6	-2	1	-2	-0.3	1	25	-0.5	26	3
O=C(O)CN1C(=O)C(=O)N(Cc2ccccc2F)C1=O	3	4	1	-5	4	0.3	15	-13	0.2	4	-11
C#CCOCCOCCOCCNc1nc(N2CCN(C(=O)[C@H](CCCCN)n3cc(CCCC)nn3)CC2)nc(N2CCN(C(=O)[C@H](CCCCN)n3cc(CCCC)nn3)CC2)n1	-1	15	12	-3	1	-0.7	·	2	0.0	25	-17
O=C(NCCNC(=O)c1ccccc1Cl)c1ccco1	-4	-9	1	-12	-1	-1.4	-7	-10	-1.7	-11	-11
COc1ccc(NC(=O)CCNC(=O)Cn2cnc3ccccc3c2=O)c(OC)c1	-2	5	16	-16	0	0.0	1	-3	-1.6	-2	-1
Cn1ncc2c(=O)n(CC(=O)NC34CC5CC(CC(C5)C3)C4)cnc21	-1	0	-7	-14	0	-0.3	1	-4	0.6	-2	-7
Cc1cccc(NCC(=O)N/N=C\c2cccn2C)c1	-2	6	-15	-13	7	-0.2	6	-5	-0.7	-1	-5
O=C1CC[C@@H](O)CCN1CC[C@H](Sc1ccccc1)c1ccccc1	-3	1	11	10	-2	1.1	·	274	-0.9	4	-5
Cc1ccc(OCc2nnc(NC(=O)c3ccco3)s2)c(C)c1	-1	8	13	-1	1	-0.9	1	-7	1.5	2	9
Oc1ccc(C(=S)N2CCCCC2)cc1	-4	0	5	-9	9	0.6	5	28	0.8	11	6
O=C(Nc1cccnc1N1CCOCC1)c1cccs1	5	-2	7	-8	-2	1.2	13	16	0.1	-23	-7
CCOC(=O)C1(CC2CC2)CCN(Cc2cnc(N(C)C)s2)CC1	-2	-16	-16	-13	-1	-1.4	-3	11	-0.2	-1	-3
CC(=O)c1ccc(NCC2COc3ccccc3O2)c([N+](=O)[O-])c1 (centres undefined)	3	-4	3	0	4	0.4	3	-8	-1.0	8	-3
Cc1cccc(-n2c(CNC(=O)Cc3ccccc3)n[nH]c2=S)c1	0	-6	6	-4	5	1.0	-2	2	1.6	1	-5
COc1cccc(OC)c1C(=O)NC(=S)N1CCN(c2ccc(C(F)(F)F)cc2[N+](=O)[O-])CC1	-5	-6	-14	-7	2	1.8	2	8	-1.4	3	-2
CCOc1ccc(-c2[nH]ncc2Oc2ccccc2OCC)c(O)c1	0	-13	12	-11	-1	0.0	2	37	-2.0	3	-3
CCOC(=O)/C(C#N)=N/Nc1c(C)n(C)n(-c2ccccc2)c1=O	2	-3	11	-3	·	-1.2	5	-6	-0.7	-2	·
Cc1ccccc1Cn1nc(C)c(NC(=O)c2cc(-c3cccs3)on2)c1C	0	-2	·	-16	4	0.4	·	18	-0.6	-12	-1
COc1cccc2sc(N3CCN(C(=O)c4ccco4)CC3)nc12	0	-3	8	-7	-3	0.5	0	-6	1.2	0	3
Cn1nc(C(F)(F)F)c2cc(C(=O)Nc3ccc(C(F)(F)F)cc3)sc21	-3	1	4	10	3	-0.5	-2	452	-0.9	0	-7
CCOC(=O)c1cc(C#N)c(N2CCN(C(=O)c3ccccc3)CC2)nc1C(F)(F)F	-3	-17	30	0	12	0.3	-6	-5	1.1	1	-1
COCCCNC(=O)C(=O)NCC(c1ccco1)N1CCN(c2ccc(OC)cc2)CC1 (centres undefined)	8	-3	14	-9	-4	-1.8	2	-12	-2.5	-7	-9
Nc1cc(N)nc(SCc2cccnc2)n1	-1	2	·	-9	-1	-1.0	-3	26	0.5	13	-5
CCOc1ccc(C2C(C(=O)Nc3ccccc3)=C(C)N=c3s/c(=C/c4cccc(OCC(=O)O)c4)c(=O)n32)cc1 (centres undefined)	-5	-12	-23	-6	6	-0.2	-1	6	0.3	-1	-4
O=C(c1ccc(COc2ccc(Cl)cc2)o1)N1N=C(C(F)F)CC1(O)C(F)F (centres undefined)	-1	-11	2	3	3	-0.1	-1	120	0.5	9	5

Continued:
SMILES	Keap1-Nrf2 PPI	dFosB activator	PfHsp90 yeast 2	PvdQ inh	cardiac RTF act	LANA DNA inh	NSD2 inh	Mot1-301 SUMO	CDK5 inh	Rtt109 HAT inh	Cardiac RTF inh
COc1ccc(-c2c(C)oc3c(CN4CCCCC4C)c(O)ccc3c2=O)cc1 (centres undefined)	-2	1	34	-1	-1	0.1	0	930	0.2	1	-10
COc1ccccc1N1CCN(C(=O)c2cc(-c3ccccc3)on2)CC1	-4	-3	24	-11	5	-1.8	2	-3	0.4	13	-12
CCNc1nc(NCC)nc(SCCOC(=O)c2ccccc2)n1	6	-11	-18	-16	6	1.0	-2	-6	0.3	-10	-4
CNC(=S)N/N=C/c1cc(C)ccc1C	-4	1	-4	7	2	-3.2	-2	212	0.6	-4	-2
CCc1cc2cc(C)cc(C)c2nc1Cl	-7	-7	-5	-14	6	-1.1	0	-2	1.1	-16	-4
Cc1cc(/C=C2\SC(=S)N(C)C2=O)c(C)n1-c1ccccc1O	-12	2	6	0	44*	4.9	3	80	1.7	-6	-44
CCn1c(SCC(=O)N2CCN(c3ccc(Cl)cc3)CC2)nc2ccccc2c1=O	-3	-5	-7	-12	0	2.5	-3	-12	2.5	2	-4
CCOc1ccc(NC(=O)CC2C(=O)NCCN2C(=O)c2ccc(Cl)cc2)cc1 (centres undefined)	-2	-5	·	-7	1	2.4	0	-18	-0.9	-1	7
O=C(C1=C[C@@H](c2ccc(C(F)(F)F)cc2)C[C@@H](OCCCCO)O1)N1CCN(Cc2ccc3c(c2)OCO3)CC1	-4	-1	4	-2	0	-0.2	·	-7	1.7	-1	-1
COc1ccc(/C=C/C(=O)NC(=S)NCc2ccccc2)cc1OC	-5	0	3	1	2	1.0	0	0	-1.4	21	-5
COc1ccc(C(C[N+](=O)[O-])c2c(C)[nH]n(-c3ccccc3)c2=O)cc1 (centres undefined)	-22	3	117*	-10	-2	-0.5	92*	155	0.8	4	-2
CC(NC(=S)Nc1cccc(F)c1)C(c1cccs1)N1CCOCC1 (centres undefined)	1	-5	-11	-6	1	-2.3	·	-2	1.0	-5	-6
CCOC(=O)C1CCN(C(=O)c2ccc(Cl)c(S(=O)(=O)N3CCCC3)c2)CC1	-2	-6	-18	-9	-1	1.0	-2	1	0.3	-2	0
Cc1cccc(OCCC(=O)NNC(=O)c2ccoc2C)c1	-6	-2	16	10	2	-1.1	1	-4	0.3	4	1
